High-throughput results as filed in PubChem BioAssay.
T cell modulator = T cell immune modulation candidate; 2C CD8+ T cell-vesicle binding, flow cytometry; hits give low values; calls only at 7 µM; hit rate 0.068% among 330,000;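 active = response, share of CD8 T cells binding vesicles, and their 90th percentile fluorescence all below set limits, cut at about 80% in these data, passing the limit was not always enough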
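Material: murine 2C transgenic CD8+ T lymphocytes / Also added: QL9-peptide-loaded Drosophila micro-vesicles bearing Ld, ICAM-1 and B7-1 / Schedule: binding step 1.5 h, 37 °C, antibody labelling 20 min, ice / Signal: flow cytometry, PE anti-B7-1 (FL2) versus Alexa647 anti-CD8 (FL8), PFA-fixed / Evaluation: percent CD8+ FL2 mean versus row control / Benchmarks: naked versus QL9-loaded vesicles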
West Nile antiviral = West Nile virus antiviral activity, cell-based, CPE readout (AID 1621); West Nile virus-infected cells, CPE inhibition; higher % means a stronger effect; CPE inhibition, % at 10 µM, or IC50 in µM where a hit was titrated; hit rate 0.02% among 290,000; in the data active = a potency from the dose series; inconclusive = CPE inhibition mostly from about 3.7% at the one dose, without a potency; inactive = the rest, 99 in 100 with CPE inhibition below about 2.2%; note: strong numbers were not always called active
Myeloid diff MLP = promotes myeloid progenitor differentiation; ER-HoxA9 myeloid progenitors, lysozyme-GFP differentiation, flow cytometry; calls only at 10 µM; hit rate 1% among 360,000;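 active = normalized GFP-positive differentiation at or above the plate's own cutoff, the solvent-only control mean plus 3 SD; inconclusive = no clear call, values can overlap the other calls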;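 note: cells exposed to compound for four days before flow analysis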
Autophagy mod = alters autophagy in cells. MEF GFP-LC3 puncta imaging; test concentration mostly 10 µM. calls only at 10 µM (by protocol). hit rate 0.98% among 190,000;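 active = percentage of spot-positive cells more than 3 SD above its plate mean, without a fluorescence outlier flag or 80% toxicity; inconclusive = no clear call, values can overlap the other calls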;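 note: spot-positive cell cutoff set from DMSO-treated cells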
Lipid droplet = hepatic lipid droplet formation modulation; AML12 mouse hepatocytes, oleate lipid droplets, BODIPY imaging; inhibition, % at 6.5 µM; hit rate 0.4% among 240,000; AID 1656;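 active = lipid droplet intensity inhibited by at least 50%, with more than 500 cells counted; inconclusive = wells with under 300 cells, treated as cytotoxic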
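Test system: AML12 hepatocytes (mouse); reagent: oleate loading, 100 µM; dosing: one dose, 6.5 µM compound; incubation: overnight exposure; signal: fluorescence imaging, 20x objective, two fields per well; read-out basis: % inhibition of corrected integrated BODIPY droplet signal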
MT stabilize HCS = stabilizes microtubules in HeLa cells | HeLa tubulin immunostaining HCS, 24 h; share of cells brighter than vehicle mean+2SD | AID 2205 | % tubulin-high responders, % at 10 µM | hit rate 0.83% among 200,000;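 active = plate Z-score above 3 for both tubulin-high and condensed-nucleus cell shares, with cell loss under 80%, at 10 µM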;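 note: anti alpha tubulin signal scored within the nucleus-defined area of each cell; some results filed as inactive read as strong as hits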
WT yeast gro inh = growth inhibition of WT yeast, mitochondrial fusion screen | mitochondrial fusion phenotypic screen, WT strain | inhibition, % at 10 µM | hit rate 2.1% among 190,000; in the data active = inhibition above about 58%; tested in S. cerevisiae
b-catenin transl = beta-catenin nuclear translocation modulation; nuclear translocation activity, % at 5 µM; hit rate 0.3% among 190,000; AID 1665; HeLa beta-catenin nuclear translocation, immunofluorescence imaging;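 active = nuclear translocation activity above 50% at 5 µM, with a well cell count of 50 or more; inconclusive = wells under 50 cells across six images, flagged as toxic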;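 note: per-cell ratio of nuclear to cytoplasmic median beta-catenin stain intensity; plate controls were DMSO negative control for no effect and GSK-3 inhibitor IX positive control for full effect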
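Test system: human HeLa cell line; Doses: 5 µM primary, 0.02–20 µM confirmation; Incubation: 24 h compound exposure, 37°C; Detection: beta-catenin immunofluorescence imaging with DAPI; Read-out: beta-catenin nuclear/cytoplasmic ratio, % activation.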
Insulin prom up = MIN6 insulin promoter up-regulation. MIN6 insulin promoter-GFP reporter, high-content imaging; hits give high values. z-score at 5 µM. hit rate 0.3% among 190,000. AID 1625;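 active = z-score above 3 at 5 µM with at least 500 cells counted in the well; inconclusive = wells under 500 cells, flagged as cytotoxic or low count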
WT yeast gro inh mutant strain = further read-out of WT yeast gro inh, marked with its call; inhibition, %; mitochondrial fusion phenotypic screen, mutant strain inhibition
Insulin prom up cell count = also measured in Insulin prom up; calls as there; cell count; measured here: cytotoxicity, nuclei count;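 total cells summed across four imaged fields per well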
Lipid droplet cells 6.5 µM = second read-out of Lipid droplet, no call of its own (marks repeat the call); cell count; measured here: cell count, cytotoxicity flag;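 cells counted across two imaged fields per well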
b-catenin transl cell count 5 µM = second read-out of b-catenin transl, no call of its own (marks repeat the call); cell count; measured here: cell count, cytotoxicity flag
T cell modulator vesicle-bound % = further read-out of T cell modulator, marked with its call; double positive events, %; measured here: CD8+ vesicle-bound cell fraction;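 binding gate set so that unloaded-vesicle control wells show 10% double positive cells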
MT stabilize HCS Hoechst-high % = also measured in MT stabilize HCS; calls as there; % Hoechst-high responders; measured here: nuclear condensation Hoechst responders;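 share of cells brighter than vehicle mean plus two SD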
MT stabilize HCS cytotoxicity % = second read-out of MT stabilize HCS, no call of its own (marks repeat the call); toxicity, %; measured here: cytotoxicity by cell density;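 0% = mean cell density of plate MIN control wells and 100% = no cells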
Autophagy mod cell loss 18 h = further read-out of Autophagy mod, marked with its call; toxicity, %; measured here: cell loss, nuclei count;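 cell loss after 18 h compound exposure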
Myeloid diff MLP GFP+ MAC1+ % = further read-out of Myeloid diff MLP, marked with its call; GFP+ MAC1+ double positive, %; measured here: differentiation confirmed by MAC1 staining
* marks the source's active call; other numbers are inactive results; i = inactive; ? = inconclusive; / = no result given; + = active, no number; & = joins results of further samples.

SMILES | T cell modulator | T cell modulator vesicle-bound % | West Nile antiviral | Myeloid diff MLP | Myeloid diff MLP GFP+ MAC1+ % | Autophagy mod | Autophagy mod cell loss 18 h | Lipid droplet | Lipid droplet cells 6.5 µM | MT stabilize HCS | MT stabilize HCS Hoechst-high % | MT stabilize HCS cytotoxicity % | WT yeast gro inh | WT yeast gro inh mutant strain | b-catenin transl | b-catenin transl cell count 5 µM | Insulin prom up | Insulin prom up cell count
CC(=O)OCC(=O)[C@@]1(O)CC[C@H]2[C@@H]3C[C@H](C)C4=CC(=O)C=C[C@]4(C)[C@H]3[C@@H](O)C[C@@]21C | i | 28 | -0.2% | i | 9.3 | / | / | -2 | 705 | / | / | / | / | / | / | / | / | /
O=C(OC1CCCCC1=O)c1cccc(S(=O)(=O)NCc2ccccc2)c1 (stereo unspecified) | i | 51 | 0.5% | i | 0.8 | i | -2 | / | / | 2.4 | 2.7 | 5.3 | 3 | -1 | 0.2 | 1399 | -0.57 | 1388
O=C(O)C1CCCCC1C(=O)Nc1nccs1 (stereo unspecified) | i | 12 | 0.0% | i | 2.5 | i | 1 | / | / | 3.2 | 2.4 | 0.6 | -8 | -12 | -0.2 | 905 | 1.2 | 1212
Cc1ccc(Sc2c(C=O)c3ccccc3n2C)cc1 | i | 15 | 0.1% | / | / | i | 0 | -10 | 613 | 15 | 14 | 22 | -6 | 2 | 0.7 | 1038 | 0.07 | 1702
O=[N+]([O-])c1cccc(/C(=N/N=C/c2ccccc2Br)C23CN4CN(CN(C4)C2)C3)c1 | i | 47 | 0.0% | + | 7.1* | i | -26 | / | / | 2.2 | 2.0 | 8.8 | 11 | -19 | / | / | / | /
Cc1cccc(C(=O)NCc2nnc(SCC(=O)NC3=NCCS3)n2C)c1 | i | 19 | 0.0% | i | 0.5 | / | / | -8 | 796 | / | / | / | / | / | / | / | / | /
Cc1ccc(NC2=NCCC2)cc1Cl | i | 6 | -0.8% | i | 0.5 | i | -1 | -4 | 735 | 8.2 | 19 | 97 | 1 | -7 | 1.5 | 1071 | / | /
COc1cccc(NC(=O)C2CCN(S(=O)(=O)c3ccc4c(c3)CC(C)N4C(C)=O)CC2)c1 (stereo unspecified) | i | 11 | -0.5% | i | 0.5 | / | / | -4 | 774 | / | / | / | / | / | / | / | / | /
CSc1ccccc1NC(=O)c1c(C)noc1C | i | 54 | -0.4% | i | 2.9 | i | -6 | 22 | 736 | 2.7 | 1.0 | 4.5 | -5 | -3 | / | / | 0.3 | 1325
COCCNc1nnc(SCC(=O)Nc2sc3c(c2C(=O)c2ccccc2)CCCC3)s1 | i | 33 | -1.1% | i | 1.2 | i | 24 | 11 | 636 | 1.4 | 2.0 | 5.6 | 13 | 10 | -1.0 | 1102 | -0.36 | 1359
Cc1cccc(NC(=O)C2CCCN(S(=O)(=O)c3cccc4nonc34)C2)c1 (stereo unspecified) | i | 52 | 0.0% | i | 0.3 | i | -6 | 19 | 815 | 2.1 | 3.4 | 3.9 | -5 | 11 | -1.4 | 1160 | 0.48 | 1187
CC(=O)c1ccc(N2CCN(S(=O)(=O)c3c(C)[nH]c(C)c3C(=O)N3CCCCC3)CC2)cc1 | i | 6 | 0.2% | i | 1.4 | / | / | 10 | 751 | / | / | / | / | / | / | / | / | /
COc1ccc(CCNC(=O)Cn2nnc(C(=O)Nc3cc(C)ccc3C)c2N)cc1OC | i | 11 | -0.2% | i | 4.5 | / | / | -3 | 714 | / | / | / | / | / | / | / | / | /
O=C1CCCN1CC(CN1CCOCC1)Sc1nnnn1-c1ccccc1 (stereo unspecified) | i | 64 | -0.1% | i | 0.8&1.1 | i | 13 | / | / | 3.7 | 2.6 | 11 | 9 | -6 | 0.2 | 1407 | -1.3 | 1201
O=S(=O)(Nc1ccc(Cl)cn1)c1ccc(Cl)cc1 | i | 47 | 0.7% | i | 0.1 | i | 15 | -4 | 693 | 1.6 | 1.7 | 2.6 | -1 | 3 | 0.0 | 1509 | -0.35 | 1520
CCOc1ccc(-c2nc(S(=O)(=O)c3ccccc3)c(N3CCC(C(N)=O)CC3)o2)cc1 | i | 6 | 0.8% | i | 0.0 | / | / | -32 | 764 | / | / | / | / | / | / | / | / | /
Cc1nc2ccccc2cc1OCc1ccc(Cl)cc1 | i | 18 | 2.9% | i | 2.0 | i | 14 | 0 | 645 | 1.5 | 2.4 | 4.3 | -2 | 7 | 2.3 | 783 | 1 | 1902
O=C(NCCCn1ccnc1)c1cc(-c2ccc(Cl)cc2)nc2ccccc12 | i | 5 | -0.4% | i | 1.2 | i | 13 | 13 | 636 | 3.3 | 2.0 | 4.8 | -4 | 1 | -1.2 | 1007 | 0.26 | 1866
NC(=O)c1ccsc1NC(=O)c1coc2ccccc2c1=O | i | 16 | -1.0% | i | 0.3 | i | -21 | 0 | 692 | 3.7 | 1.9 | 6.3 | 4 | 4 | 1.9 | 1075 | -2.2 | 1484
O=S(=O)(NC1CCCCC1Oc1ccccc1)c1ccccc1 (stereo unspecified) | i | 34 | -1.4% | i | 0.2 | i | 16 | -2 | 674 | 3.3 | 2.8 | 4.0 | -4 | -2 | -0.3 | 1176 | -0.67 | 1443
Cc1cc2c(C)ccc(C)c2nc1SCC(=O)c1cccs1 | i | 45 | ? | i | 1.8 | i | 15 | -68 | 635 | 1.4 | 1.3 | 8.8 | 4 | 7 | -2.8 | 1140 | -0.27 | 1975
Cc1ccccc1CN(CC(=O)Nc1cccc([N+](=O)[O-])c1)S(=O)(=O)c1ccc(Cl)cc1 | i | 19 | 13% | i | 0.7 | i | 21 | -16 | 559 | 4.6 | 2.7 | 6.9 | 19 | 5 | -0.1 | 1156 | -1.6 | 1501
Cc1ccc(S(=O)(=O)Nc2ccc(-n3cnnn3)cc2)cc1 | i | 52 | 0.6% | i | 12 | / | / | 5 | 659 | / | / | / | / | / | / | / | / | /
O=C(O)CN1C(=O)C2C3CC(C2C1=O)C1C(c2ccc(F)cc2)c2sc(=O)[nH]c2SC31 (stereo unspecified) | i | 17 | / | i | 0.2 | i | -3 | 0 | 699 | 2.2 | 3.1 | 3.3 | 3 | -21 | 1.5 | 1102 | 0.02 | 1208
FC(F)(F)c1cc(CCN2C(=S)NC[C@@H]2c2ccccc2)cc(C(F)(F)F)c1 | i | 7 | -1.0% | i | 1.1 | / | / | -20 | 636 | / | / | / | / | / | -0.2 | 1415 | -0.42 | 1004
Cc1ccc(-c2nnc(-c3cccc(NC(=O)c4cccs4)c3)o2)cc1 | i | 7 | -0.1% | i | 0.7 | i | 27 | / | / | 1.3 | 1.3 | 8.5 | 16 | -7 | / | / | / | /
O=C(O)c1ccc(OCC(O)Cn2cnc3ccccc32)cc1 (stereo unspecified) | i | 58 | 1.3% | i | 0.8 | i | 4 | 8 | 724 | 1.8 | 2.0 | 5.1 | 5 | 9 | -8.8 | 1253 | -0.74 | 1263
Cn1c(CNc2cccc(C(F)(F)F)c2)n[nH]c1=S | i | 18 | -0.8% | i | 0.1 | i | 14 | -13 | 633 | 2.9 | 1.3 | 8.7 | 8 | -8 | 0.3 | 1002 | -0.49 | 1634
O=C(c1cccn2c(=O)c3ccc(Cl)cc3nc12)N1CCN(Cc2ccc3c(c2)OCO3)CC1 | i | 19 | -0.3% | i | 0.3 | i | -7 | / | / | 3.9 | 1.0 | 4.8 | 16 | 31 | -3.0 | 944 | -0.68 | 794
COCCn1c(=O)[nH]c(=O)c2c1nc(-c1cc(Br)c3c(c1)OCO3)n2Cc1ccccc1 | i | 41 | -0.9% | i | 0.3 | i | 12 | -23 | 698 | 6.2 | 2.0 | 7.2 | 5 | 8 | -0.5 | 1086 | -1.6 | 1382
CC(=O)N1c2ccc(S(=O)(=O)N3CCC(C(=O)Nc4ncccc4C)CC3)cc2CC1C (stereo unspecified) | i | 31 | 0.0% | i | 0.0 | / | / | -17 | 697 | / | / | / | / | / | / | / | / | /
O=C1c2cccc3c([N+](=O)[O-])ccc(c23)C(=O)N1CC1CCCO1 (stereo unspecified) | / | / | -1.8% | ? | / | i | 36 | 0 | 748 | 3.4 | 0.8 | 2.1 | 45 | 45 | -1.4 | 515 | / | /
COc1cccc(OC)c1NC(=O)NC(=O)c1c(OC)c(Br)cc([N+](=O)[O-])c1OC | i | 33 | 0.2% | i | 0.1 | / | / | 1 | 709 | / | / | / | / | / | -2.6 | 1193 | 0 | 1442
